ST2 inh: IL1RL1 inhibition; Q01638; AlphaLISA ST2-Fc/biotin-IL-33 interaction, 1 h; inhibition, % for hits at 17 µM; 2.3% of 78,000 active; in the data active = inhibition above about 30%; inconclusive = mostly about 10% to 28%
Target sequence (Q01638 whole entry, looked up): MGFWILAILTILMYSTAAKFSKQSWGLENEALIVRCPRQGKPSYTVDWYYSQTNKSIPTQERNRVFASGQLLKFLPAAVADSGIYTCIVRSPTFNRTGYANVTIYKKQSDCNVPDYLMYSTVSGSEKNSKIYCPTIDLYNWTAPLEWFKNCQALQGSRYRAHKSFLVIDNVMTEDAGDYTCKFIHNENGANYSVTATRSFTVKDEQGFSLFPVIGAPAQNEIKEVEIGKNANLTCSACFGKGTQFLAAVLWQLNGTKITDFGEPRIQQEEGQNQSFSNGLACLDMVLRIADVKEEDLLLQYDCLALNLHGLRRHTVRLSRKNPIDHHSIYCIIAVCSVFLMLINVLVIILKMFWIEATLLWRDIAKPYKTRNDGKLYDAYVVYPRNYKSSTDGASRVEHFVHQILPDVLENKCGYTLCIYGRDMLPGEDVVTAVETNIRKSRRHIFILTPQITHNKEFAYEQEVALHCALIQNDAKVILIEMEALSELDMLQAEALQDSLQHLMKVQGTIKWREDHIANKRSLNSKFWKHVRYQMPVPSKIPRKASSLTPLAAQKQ
* hit, by the source's call; i = inactive; ? = inconclusive. This is a subset; count on the stated rates, not on these rows.

mol | ST2 inh
COc1ccccc1-c1ccc(NC(C)c2cnn(C)c2)nn1 (centres undefined) | i
Cc1ccc2nc(SCC(=O)Nc3ccc(N4CCOCC4)c(Cl)c3)[nH]c2c1 | i
CCN(CC)c1cc(C)c2cc(NC(=O)CNC(C)=O)ccc2n1 | i
COc1ccc2cc(C3CN(Cc4nnc(C)s4)CCO3)ccc2c1 (centres undefined) | ?
CCOC(=O)C(C)Sc1nc2c(c(=O)n1-c1ccc(C)cc1)SCC2 (centres undefined) | i
C=CCn1nc(C(=O)O)c2c1CCC(N(C)Cc1ccc3nonc3c1)C2 (centres undefined) | i
CCc1ccccc1NS(=O)(=O)c1ccc(Br)s1 | i
CN1CCN(CCCNC(=O)C2C3C=CC4(CN(Cc5ccccc5Cl)C(=O)C24)O3)CC1 (centres undefined) | i
CCN(CC)S(=O)(=O)c1cccc(C(=O)Nc2ccc(Br)cc2)c1 | i
CCOc1ccc2nc(C)cc(Nc3cccc(Cl)c3)c2c1 | i
Cc1ccc(C)c(CCNC(=O)CCNC(=O)c2ccccc2F)c1 | ?
COc1cccc(NC(=O)Nc2c(C)nc3nc(C)[nH]n3c2=O)c1 | i
Cc1ccc(CNC(=O)CN2CCN(Cc3ccc(Cl)cc3)S2(=O)=O)cc1 | i
Cn1c(SCc2ccc(C(=O)NCCO)cc2)nc2sc3c(c2c1=O)CCC3 | i
Cn1c(=O)c2c(nc(SCC(=O)Nc3ccccc3)n2C)n(C)c1=O | i
CC1=NN(c2cccc(Cl)c2)C(=O)/C1=C\c1ccc(-c2cc([N+](=O)[O-])ccc2O)o1 | 91%*
Cc1ncoc1C(=O)N1CCOc2c(O)cc(-c3csc4ccccc34)cc2C1 | ?
CCOC(=O)c1c(C)oc2cc(Br)c(OC(C)C(=O)OCC)cc12 (centres undefined) | ?
O=C1CC(c2ccccc2)Cc2nc(N3CCCC3)ncc21 (centres undefined) | ?
CC(C)(C)C(=O)N1CC[C@@H]2[C@H]1C(=O)N(c1ccc(F)c(Cl)c1)C(=O)N2Cc1ccccc1 | i

(continued)
mol | ST2 inh
CCN(CC1CCCN(CCc2cccc(OC)c2)C1)C(=O)Cn1ccnc1 (centres undefined) | i
CCOC(=O)C1(Cc2ccccc2C(F)(F)F)CCN(Cc2cccnc2)CC1 | i
CCCCSc1nnc2c(n1)OC(c1ccncc1)Nc1ccccc1-2 (centres undefined) | i
O=C(Nc1cccc(F)c1)c1cccc(S(=O)(=O)N2CCc3ccccc3C2)c1 | i
CCc1ccc(NS(=O)(=O)c2ccc(OC)c(OC)c2)cc1 | i
CCCOC(=O)C(C)Oc1ccc2c(=O)c(Oc3cccc(C)c3)coc2c1 (centres undefined) | i
O=C(CCC(=O)NC1CCCC1)NCc1cc(-c2ccccc2)n[nH]1 | i
O=S1(=O)N=C(N2CCN(CCO)CC2)c2ccccc21 | i
COc1ccc(OC)c(NC(=O)N2CCN(Cc3nc4cccnc4n3-c3cc(C)cc(C)c3)CC2)c1 | i
CCCCc1ncc([C@@H]2C[C@H](NC(C)=O)C[C@H](CC(C)C)O2)[nH]1 | i
Cc1[nH]nc(SCC(=O)NCc2cccs2)c1[N+](=O)[O-] | i
O=C(CN1C2=NCCN2c2ccccc21)c1ccc([N+](=O)[O-])cc1 | ?
COC(=O)C1C(=O)C2=C(CC1C)NC(C)=C(C(=O)OC1CCCCCC1)C2c1ccc(C)o1 (centres undefined) | i
O=C(C(Cc1ccccc1)N1C(=O)C2CCCCC2C1=O)N1CCN(c2ccc(F)cc2)CC1 (centres undefined) | i
CCCN1C(=O)c2ccc(C(=O)N(C)Cc3ccc(CC)cn3)cc2C1=O | i
CC12CC(NC(=O)N1Cc1ccccc1)c1cc(Br)ccc1O2 (centres undefined) | i
O=C(/C=C1\Sc2ccccc2N(Cc2ccc(F)cc2)C1=O)NCc1ccccc1Cl | ?
COCC(=O)N[C@H]1CC[C@]2(C)CC[C@@H]([C@H](C)C(=O)N3CCC[C@@H]3COC)[C@H](O)[C@H]2[C@@H]1C | i
COc1ccc(OC)c(NC(=O)C(Cc2ccccc2)NS(=O)(=O)c2cccs2)c1 (centres undefined) | ?
OCC1(O)CCCN(Cc2ccccc2-c2ccccc2)CC1 (centres undefined) | ?

Next part.
mol | ST2 inh
O=[N+]([O-])c1ccc(N2CCOCC2)c(F)c1 | ?
CC1=C[C@@H](CNC(=O)c2ccccn2)[C@H](C(C)C)C[C@H]1CC(=O)NCCN1CCOCC1 | i
CC1=C[C@@H](CNC(=O)c2cncnc2)[C@H](C(C)C)C[C@H]1Cc1nnc(-c2ccccc2F)o1 | ?
Cc1ccc2nc(-c3cc(N=Cc4cccc([N+](=O)[O-])c4)ccc3O)[nH]c2c1 | 43%*
O=C(Nc1ccc([N+](=O)[O-])cc1)c1ccco1 | ?
COc1cc(CN2CCN(Cc3ccc(OC)c(OC)c3)CC2)cc(OC)c1 | i
OCC1(Cc2ccccc2Cl)CCN(Cc2cccc(F)c2F)CC1 | i
Cc1cccc(NC(=O)CCC2CCN(C(=O)CN3CCOC3=O)CC2)c1 | ?
Cc1cccc(NC(=O)CN2CCN(Cc3ccc(F)cc3Cl)S2(=O)=O)c1C | i
N#Cc1c(N2C(=O)Nc3cc(Cl)c(Cl)cc3N2O)sc2c1CCCC2 | i
CCc1ccc(CN2CC[C@@H](c3ccc4c(c3)OCO4)[C@H](O)C2)nc1 | i
Cc1ccc(C2CC(=O)c3cnc(NC(=O)c4ccccc4)nc3C2)cc1 (centres undefined) | i
Cc1ccc(Nc2cc(C)nc(N3CCN(S(=O)(=O)c4cccc(Cl)c4)CC3)n2)cc1 | ?
CCCC(=O)N1c2ccccc2NC2=C(C(=O)CCC2)C1c1ccco1 (centres undefined) | ?
COC(=O)c1sc2ccccc2c1NC(=O)c1nc2ccccc2s1 | i
CCOc1ccc(OCC(=O)Nc2c(C(=O)Nc3ccccc3F)oc3ccccc23)cc1 | i
O=C(Nc1ccc(Cl)cc1Cl)c1cnccn1 | ?
O=C(CSc1ncccn1)Nc1nc(-c2ccccc2)cs1 | i
COc1ccc(N(C)S(=O)(=O)c2ccc3c(c2)CCC(=O)N3)cc1 | i
COc1cc(NS(=O)(=O)c2ccc(NC(=O)c3ccc(Cl)cc3)cc2)ncn1 | i

(continued)
mol | ST2 inh
CC1=C(C(=O)Nc2nc3ccccc3s2)C(c2cccc([N+](=O)[O-])c2)C2=C(CCCC2=O)N1 (centres undefined) | i
CCc1ccc(S(=O)(=O)Nc2ccc3oc4c(c3c2)C(=O)CC(C)(C)C4)cc1 | ?
O=C(Cc1ccc(F)cc1)Nc1ccccc1Cl | i
Cc1ccc(/C=N\OC(=O)c2nn(C)cc2Cl)cc1 | i
Cc1ccc([N+](=O)[O-])cc1N=Cc1c(C)cc(O)cc1O | ?
O=C(c1c(O)cc(O)cc1O)C(c1coc2cc(O)cc(O)c2c1=O)C(c1ccc(O)cc1)c1ccc(O)cc1 (centres undefined) | i
COc1ccc(N2CCN(Cc3nc4c(c(=O)[nH]c(=O)n4C)n3C(C)C(C)=O)CC2)cc1 (centres undefined) | i
Cc1ccccc1Nc1c(-c2ccc(F)cc2)nc2cnccn12 | i
C=C(C)Cn1c(C(C)NC(=O)CC)nc2ccccc21 (centres undefined) | i
O=C(c1ccc2c(c1)C1C=CCC1C(c1ccc(Cl)cc1)N2)N1CCOCC1 (centres undefined) | 63%*
Cc1[nH]c2c(ccc3ccccc32)c(=O)c1CN1CCCCC1 | i
CN1CC(=O)N2C[C@H](NC(=O)c3cccc(-c4ncc[nH]4)c3)C[C@H]2C1=O | ?
CN(Cc1cnccn1)C(=O)CC1C(=O)NCCN1Cc1ccc(F)cc1Cl (centres undefined) | i
O=C(Nc1ccccc1F)c1cc2c(=O)oc3ccccc3c2s1 | i
CCOC(=O)c1c(NC(=O)CSC#N)sc2c1CCCC2 | i
COc1ccc(OC)c(S(=O)(=O)Nc2cccc(F)c2)c1 | i
N#CC1=C(N)Oc2n[nH]c(-c3ccccc3)c2C1c1ccc(OC(=O)c2ccco2)cc1 (centres undefined) | i
CC(C)CN(CC(C)C)S(=O)(=O)c1cc(Br)cc2c1N(C(=O)C1CC1)CC2 | i
CC1(C)C[C@@H]2C[C@@](C)(CN2C2CC(=O)N(c3ccc(F)cc3)C2=O)C1 (some centres undefined) | i
COC(=O)c1cn([C@H]2CO[C@H]3[C@@H]2OC[C@H]3OC(=O)Nc2cccc(C#N)c2)nn1 | i

By substructure, the entries above containing a nitro group on carbon
mol | ST2 inh
CC1=NN(c2cccc(Cl)c2)C(=O)/C1=C\c1ccc(-c2cc([N+](=O)[O-])ccc2O)o1 | 91%*
Cc1[nH]nc(SCC(=O)NCc2cccs2)c1[N+](=O)[O-] | i
O=C(CN1C2=NCCN2c2ccccc21)c1ccc([N+](=O)[O-])cc1 | ?
O=[N+]([O-])c1ccc(N2CCOCC2)c(F)c1 | ?
Cc1ccc2nc(-c3cc(N=Cc4cccc([N+](=O)[O-])c4)ccc3O)[nH]c2c1 | 43%*
O=C(Nc1ccc([N+](=O)[O-])cc1)c1ccco1 | ?
CC1=C(C(=O)Nc2nc3ccccc3s2)C(c2cccc([N+](=O)[O-])c2)C2=C(CCCC2=O)N1 (centres undefined) | i
Cc1ccc([N+](=O)[O-])cc1N=Cc1c(C)cc(O)cc1O | ?

Going on with the list.
mol | ST2 inh
COc1ccc(-c2nc3cnccn3c2NC2CCCC2)cc1 | i
CCN1CCN(C(=O)c2cc3c(-c4ccc(Cl)cc4)nn(C)c3s2)CC1 | i
Cn1ccnc1C(=O)C1CCCN(C(=O)c2cc(COc3ccccc3)[nH]n2)C1 (centres undefined) | ?
CCOCCCn1c(=N)c(C(=O)NC2CCCC2)cc2c(=O)n3ccccc3nc21 | i
O=C(Nc1sc2c(c1C(=O)NCC1CCCO1)CCCC2)c1cccc([N+](=O)[O-])c1 (centres undefined) | i
Cc1ccc(-c2cc(-c3ccc(C)o3)nc(N)c2C#N)cc1 | i
CC1CC(C)CN(CCCNC(=O)CSc2cc(=O)n(C)c3ccccc23)C1 (centres undefined) | i
Cn1cncc1-c1nccn1CCCN1CCOCC1 | i
O=C(Nc1c(F)cc(F)cc1Br)c1cc(-c2ccc(F)cc2)on1 | i
O=c1[nH]c(Nc2ccc(Cl)cc2)nnc1Cc1ccccc1Cl | i
CCOC(=O)C1=C(C)Nc2nnnn2C1c1ccc(N(C)C)cc1 (centres undefined) | i
COc1ccc2cc(C3CN(c4nc(C)nc5sccc45)CCO3)ccc2c1 (centres undefined) | ?
CCCCOc1ccc(-c2nc3s/c(=C\c4ccco4)c(=O)n3n2)cc1 | i
COC(=O)[C@@H]1C[C@@H](N(C)C)CN1C(=O)c1ccc(-c2noc(C3CC3)n2)cc1 | i
O=C(O)c1ccc(NCCCO)c([N+](=O)[O-])c1 | i
O=C(NCCc1ccccc1)c1ccc2nc3sc4c(c3c(=O)n2c1)CCCC4 | i
COc1ccc(-c2nc3c4c5c(sc4ncn3n2)CCCCC5)cc1OC | i
CC(c1cccc(-c2nccn2CCc2ccccn2)c1)N(C)C (centres undefined) | i
Cc1cccc(N2CCN(Cc3n[nH]c(=O)n3Cc3cccc(F)c3)CC2)c1C | ?
COc1cccc(Cn2c(CNC(=O)c3cccc(N(C)C)c3)nc3cccnc32)c1 | ?

Later entries:
mol | ST2 inh
COc1ccc(N2C(=O)NC(=O)/C(=C/c3cc(Br)c(O)c([N+](=O)[O-])c3)C2=O)cc1 | i
Cc1cc(C(=O)Nc2ccc(N3CCOCC3)cc2)ccc1[N+](=O)[O-] | i
COc1cc(Br)c(CN(C)CCN(C)C)cc1OC | i
CC(=O)Nc1ccc(Cl)c(C(=O)N2[C@@H]3CC[C@H]2CC(O)C3)c1 (some centres undefined) | ?
CCSCCC(=O)N1CCCC(c2nn(C)c(=O)n2-c2ccccc2)C1 (centres undefined) | i
CC(=O)c1ccc(NC(=O)c2ccccc2[N+](=O)[O-])cc1 | ?
O=C(Nc1cccc(F)c1)Nc1ccnn1C1CCN(C(=O)C#Cc2ccccc2)CC1 | ?
CCOc1ccccc1Nc1nnc(C)c(=O)[nH]1 | i
Cc1nc([N+](=O)[O-])c(N2CCN(c3ccccn3)CC2)n1Cc1ccccc1 | i
CCN1C(=O)CSc2ccc(C(=O)NC3CCCCC3)cc21 | i
Cc1ccccc1-c1noc(CCC(=O)N(C)Cc2n[nH]c3c2CCCC3)n1 | i
O=C1Nc2ccccc2C12CCCN(c1cnc3ccccc3n1)C2 (centres undefined) | i
Cc1ccc(C(=O)NCCN=Cc2ccc(Cl)cc2Cl)cc1 | ?
CCOc1cccc2sc(N3CCCCC3)nc12 | i
O=c1[nH]c(=O)c2[nH]cnc2[nH]1 | ?
Cc1ccc(S(=O)(=O)N2Cc3ccccc3CC2C(=O)Nc2ccc(Cl)cc2)cc1 (centres undefined) | i
COc1ccc(-n2ncc3c(Nc4ccccc4SC)ncnc32)cc1 | i
N#CCSc1nc(-c2cccs2)cc(-c2cccs2)c1C#N | i
c1cnn(CCCNc2nc3nonc3nc2N2CCCCCC2)c1 | i
O=C(NCc1ccc(F)cc1)c1ccc2c(c1)N(Cc1ccccc1F)C(=O)CS2 | i

Another view of some results above.
> O=c1[nH]c(=O)c2[nH]cnc2[nH]1
  ST2 inh = ?
> Cc1ccc(S(=O)(=O)N2Cc3ccccc3CC2C(=O)Nc2ccc(Cl)cc2)cc1 (centres undefined)
  ST2 inh = i

Next structures.
mol | ST2 inh
Cc1cccc(CC(=O)Nc2cnn(-c3cccc(C(=O)N4CCN(c5cnccn5)CC4)c3)c2)c1 | i
Cc1nc2c(ccc3nc(NC(=O)CCOc4ccccc4)sc32)s1 | i
O=C1Nc2ccccc2N(O)N1c1ccc(Cl)cc1 | i
O=C(CC1Sc2ccc(C(F)(F)F)cc2NC1=O)Nc1ccc2c(c1)OCO2 (centres undefined) | ?
CC(=O)N1CCC(Cn2cc(Cn3c(C)nc4ccccc43)nn2)CC1 | ?
Cn1nc2c(c1C(=O)N1CCn3c(C(N)=O)cnc3C1)CCCC2 | ?
CC(C)C(C(=O)Nc1cccc(C(F)(F)F)c1)N1C(=O)c2ccccc2C1=O (centres undefined) | i

Bioassay records from PubChem BioAssay.
